RGS4 inh = blocks human RGS4-accelerated GTP hydrolysis. P49798. Transcreener GDP fluorescence polarization, RGS4-accelerated GTP hydrolysis. Potency, µM (titrated, usually from 114 µM), for inactives: at the highest dose activity change, negative = inhibition, most hits filed as inhibitors. 390,000 tested, 0.039% active. AID 504845; note: % is set by controls: 0 for no effect and ±100 for the full control effect; nearly all actives have a fitted effect of over 75% in size; some results filed as inactive show a strong effect at the top dose
Target sequence (P49798 whole entry, looked up): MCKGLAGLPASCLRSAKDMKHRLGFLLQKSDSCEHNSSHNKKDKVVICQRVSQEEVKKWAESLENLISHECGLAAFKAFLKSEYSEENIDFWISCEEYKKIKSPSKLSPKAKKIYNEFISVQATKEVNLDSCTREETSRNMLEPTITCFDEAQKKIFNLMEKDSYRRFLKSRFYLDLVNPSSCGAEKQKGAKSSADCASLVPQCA
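MLSMR compounds (23 nl, pin-transferred) preincubated 10 min at room temperature with a 500nM (2x) first reagent, then RGS4 at 900nM (2x) plus Transcreener GDP mix added; fluorescence polarization (620/688 nm) read before and after 90 min at 30 °C.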
PGK inhibitor = inhibitors of T. brucei phosphoglycerate kinase; P07378; PGK/GAPDH coupled, Kinase-Glo luminescence, 60 min; Potency, µM (doses to about 57.5 µM), inactives show top-dose activity change, negative = inhibition, hits mostly inhibitors; 380,000 tested, 0.043% active; AID 602233; note: % is set by controls: 0 for no effect and ±100 for the full control effect; nearly all actives have a fitted effect of over 60% in size
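Luminescent ATP detection (Kinase-Glo Plus) follows a 60-minute room-temperature incubation, with wells lacking PGK as controls. Buffer: 100 mM TEA (pH 7.6), 5 mM MgCl2, 0.01% Tween-20. Coupling enzyme GAPDH (100 nM final) supplies unstable 1,3-BPG in-well.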
rTrxR1 inhibitor = blocks rat thioredoxin reductase 1 | O89049 | recombinant rTrxR1, NADPH fluorescence consumption, selenite substrate | Potency, µM (highest dose often 114 µM), inactives show at the top dose activity change, negative = inhibition, hits mostly inhibitors | 390,000 tested, 1% active; note: % is set by controls: 0 for no effect and ±100 for the full control effect; nearly all actives have a fitted effect of over 65% in size
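Rat TrxR1 (90 nM in the dispensed reagent) was pre-reduced with 400 uM NADPH for 5 min at room temperature, then incubated with compound for 15 min. After 400 uM selenite was added, NADPH fluorescence (Ex 340/Em 450 nm) was followed for 8 min.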
GLS inh = inhibitors of human glutaminase (GLS) | O94925 | GLS enzymatic activity, qHTS titration | Potency, µM (highest dose often 45.5 µM), without a hit: at the top dose activity change, negative = inhibition, most hits filed as inhibitors | 410,000 tested, 0.21% active; note: % is set by controls: 0 for no effect and ±100 for the full control effect
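Assay buffer: 45 mM KH2PO4 pH 8.2, 0.02% Tween-20. hKGA acts on L-glutamine (1 mM solution added); product glutamate is reported by an oxidase/peroxidase Amplex Red coupling, with fluorescence taken at baseline and 30 min.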
Pin1 inh = inhibitors of human Pin1; Q13526; Pin1 FP peptide displacement, HiFluor488, 10 min; Potency, µM (highest dose often 115 µM), for inactives: at the highest dose activity, negative = inhibition, most hits filed as inhibitors; 390,000 tested, 0.009% active; AID 504891; active = well fitted inhibition curve with a large enough effect in the polarisation, with a control signal flat, not every such curve was filed as active; inconclusive = small, poorly fitted or top-dose-only effect, or effect the other way, or a change in a side signal; inactive = no such curve, though single readings can be large or run the other way; the % refers to the polarisation; note: % is set by controls: 0 for no effect and ±100 for the full control effect
Target sequence (Q13526 whole entry, looked up): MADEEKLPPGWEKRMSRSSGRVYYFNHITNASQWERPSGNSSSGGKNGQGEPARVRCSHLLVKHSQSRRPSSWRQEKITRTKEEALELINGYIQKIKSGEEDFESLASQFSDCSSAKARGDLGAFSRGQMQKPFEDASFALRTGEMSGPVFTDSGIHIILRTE
HP1b binding inh = inhibitors of HP1-beta chromodomain binding to methylated histone tails | P83916 | AlphaScreen HP1-beta / biotin-H3K9me3 peptide binding | Potency, µM (highest dose often 114 µM), for the others: at the highest dose activity change, negative = inhibition, hits mostly inhibitors | 390,000 tested, 0.56% active; note: nearly all actives have a fitted effect of over 70% in size; inactives centre near 23
Target sequence (P83916 whole entry, looked up): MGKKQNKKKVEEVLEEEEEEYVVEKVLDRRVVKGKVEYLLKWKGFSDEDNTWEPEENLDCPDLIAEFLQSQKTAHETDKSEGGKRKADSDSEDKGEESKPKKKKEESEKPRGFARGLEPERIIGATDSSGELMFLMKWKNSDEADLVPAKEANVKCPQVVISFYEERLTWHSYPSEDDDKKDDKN
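HP1-beta protein (50 nM final) preincubated 30 min at room temperature with biotinylated H3(1-18)K9me3 peptide (50 nM) in PBS pH 7.4, 0.01% Tween-20, then compound added for 30 min. AlphaScreen streptavidin donor/nickel chelate acceptor beads (10 ug/mL final), 30 min dark, luminescence read.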
ERG Ets-DNA blk = inhibitors of human ERG Ets domain-DNA interaction | fluorescence polarization, His-ERG Ets domain / labelled DNA | Potency, µM (series often up to 76.9 µM), for inactives: at the top dose FP activity, negative = inhibition, most hits filed as inhibitors | 370,000 tested, 0.028% active | AID 624246; active = well fitted inhibition curve with a large enough effect in the polarisation, with a control signal flat; inconclusive = small, poorly fitted or top-dose-only effect, or effect the other way, or a change in a side signal; inactive = no such curve, though single readings can be large or run the other way; the % refers to the polarisation;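 note: polarization taken with two DNA probes labelled with fluorescein and Texas red; % of control where 0% means no effect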
Target sequence (P11308 whole entry, looked up, the tested form may be a part): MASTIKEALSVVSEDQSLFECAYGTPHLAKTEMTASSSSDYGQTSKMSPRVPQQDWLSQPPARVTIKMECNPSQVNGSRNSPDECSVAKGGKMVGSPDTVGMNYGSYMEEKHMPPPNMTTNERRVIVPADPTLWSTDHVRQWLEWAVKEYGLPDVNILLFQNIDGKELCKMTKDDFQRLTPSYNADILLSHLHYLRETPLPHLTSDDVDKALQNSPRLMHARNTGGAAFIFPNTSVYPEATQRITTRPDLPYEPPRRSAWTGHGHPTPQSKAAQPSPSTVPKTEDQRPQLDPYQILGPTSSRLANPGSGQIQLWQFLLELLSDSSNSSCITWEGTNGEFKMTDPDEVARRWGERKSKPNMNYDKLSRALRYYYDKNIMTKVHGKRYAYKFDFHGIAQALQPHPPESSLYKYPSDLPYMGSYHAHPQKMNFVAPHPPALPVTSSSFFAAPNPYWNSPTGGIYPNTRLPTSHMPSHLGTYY
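His-tagged ERG Ets domain (1 uM in the protein solution; 300mM KCl, 50mM Tris-HCl, 1mM EDTA, 1mM DTT, pH 7.5) received compound, then a probe mix of 5 nM fluorescein-DNA and 100nM Texas-615-DNA. Fluorescence polarization was read for both dyes.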
12-LOX inh = blocks human arachidonate 12S-lipoxygenase; P18054; purified 12hLO, xylenol orange hydroperoxide absorbance; Potency, µM (series often up to 108 µM), for inactives: at the top dose activity change, negative = inhibition, most hits filed as inhibitors; 580,000 tested, 1.1% active; AID 1671190; note: % is set by controls: 0 for no effect and ±100 for the full control effect
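Purified human 12hLO at 150 nM in 25 mM Hepes, 0.01% Triton X-100, pH 7.0, preincubated 15 min at room temperature with compound. Reaction started with 40 uM arachidonic acid, 30 min at room temperature. Hydroperoxide measured by Fe-xylenol orange, 573/405 nm absorbance ratio.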
JMJD2A Tudor = inhibitors of human JMJD2A Tudor domain. O75164. AlphaScreen JMJD2A-Tudor / H3K4me3 peptide binding. Potency, µM (top dose mostly 114 µM), for the others: at the top dose activity change, negative = inhibition, actives largely listed as inhibitors. 390,000 tested, 4.4% active. AID 504339; note: % is set by controls: 0 for no effect and ±100 for the full control effect; nearly all actives have a fitted effect of over 50% in size
Numbers without * were called inactive; i = inactive; u = inconclusive; x = no result given; & = joins results of further samples; [ ] = dose if it differs, or a comment. Unless noted, calls come from the whole dose curve; as a rule, active = well fitted curve in the direction sought with a large enough effect; inconclusive = small, poorly fitted or top-dose-only effect, or another doubt; inactive = no such curve, though single readings can be large; an effect the other way counts as inactive or inconclusive. Potency is the fitted concentration of half-maximal effect.

SMILES	RGS4 inh	PGK inhibitor	rTrxR1 inhibitor	GLS inh	Pin1 inh	HP1b binding inh	ERG Ets-DNA blk	12-LOX inh	JMJD2A Tudor
O=C(C1=C[C@H](c2ccc(C(F)(F)F)cc2)C[C@H](OCc2ccc(CO)cc2)O1)N1CCCCCCC1	-12%	i	-22%	-1%	6%	42%[activator]	1%	x	-23%
CCOc1cc(C2C(C(=O)OC)=C(C)NC3=C2C(=O)c2ccccc23)cc(Cl)c1O (stereo unspecified)	-1%	u	0%	7%	5%	-12%	-5%	3%	-24%
O=C(c1ccc2c(c1)CCN2S(=O)(=O)c1ccccc1)N1CCN(c2ccc(F)cc2)CC1	17%&19%	-5%&-2%	15%&22%	9%&9%	14%&18%	7%&24%	3%&-1%	-6%&8%	-33%&-25%
CC(C)(C)NC(=O)C(c1ccccn1)N(C(=O)C1CSC(=O)C1)c1ccc(F)cc1 (stereo unspecified)	6%	1%	20%	-8%	2%	47%[activator]	-7%	-1%	-3%
CCCc1nnc(NC(=O)CCC(=O)N2CCN(Cc3cc(Cl)ccc3OC)CC2)s1	-4%	-3%	13%	13%	-9%	13%	-1%	28%	-15%
O=C(/C=C/c1ccccc1Cl)NC1CCCCC1	44%	i	10%	0%	2%	16%	11%	26%	2%
Cn1c(=O)oc2cc(S(=O)(=O)NCCC(=O)NCCc3ccccc3)ccc21	11%	-2%	3%	8%	2%	31%	-3%	-15%	-6%
Cc1ccc(/C=N/NC(=S)NC(C)C)o1	-39%	-2%	u	42%[activator]	9%	-1%	-3%	0%	-23%
O=C(c1cc(-c2cccs2)on1)N1CCc2ccccc2C1	-18%	-6%	-18%	-7%	28%	66%[activator]	4%	-12%	31%
Cc1ccc(-c2ccc3nnc(SCC(=O)NCC4CCCO4)n3n2)cc1 (stereo unspecified)	5%[11.4 µM]	0%	12%	-3%	1%	65%[activator]	-13%	5%	-1%[11.4 µM]
CCOc1ccc(S(=O)(=O)N2CCC(C(=O)NCCc3ccc(OC)c(OC)c3)CC2)cc1	3%	7%	19%	u	-4%	31%	-1%	0%	6%
COc1ccccc1-c1nc2n(n1)C(c1ccc(Cl)cc1)C(C(N)=O)=C(C)N2 (stereo unspecified)	-20%	-6%	-8%[57.1 µM]	-4%	-7%	45%[activator]	9%	13%	-10%
Cc1ccc(N(Cc2ccc(C(=O)NCCSc3ccccn3)cc2)S(C)(=O)=O)cc1C	31%	5%	-10%	4%	3%	5%	0%	-9%	-6%
Cc1nnc(N2CCN(c3cccc(C(F)(F)F)c3)CC2)c2c1nnn2Cc1ccccc1	13%	-7%	74%[activator]	3%	-6%	34%[activator]	1%	-14%	-12%
Cc1cnc(NC(=O)c2ccccn2)s1	2%	u	-1%	u	u	18%	1%	4%	56µM*
CCc1ccccc1NC(=O)CCc1c(C)nc(SC)nc1C	18%	1%	18%	12%	1%	34%	9%	0%	-4%
COc1ccccc1CNc1cncnc1	19%	-9%	23%	1%	4%	2%	-8%	29%	u
COc1ccc(/C=C/c2ccncc2)cc1OC	-9%	5%	-3%[57.1 µM]	1%	-5%	31%	-5%	-2%	17%
COc1ccc(CCNC(=O)CCc2ccc(S(=O)(=O)NC(C)C)cc2)cc1OC	-21%	-9%	0%	-3%	-4%	3%	-17%	11%	-7%
COCCn1c(N)c(N(Cc2ccccc2)C(=O)c2ccc(-c3ccc(Cl)cc3)o2)c(=O)[nH]c1=O	8%	-7%	9%	4%	-8%	5%	-18%	u	-4%
O=C(CCc1ccccc1)NC1C2CC3CC(C2)CC1C3 (stereo unspecified)	-29%	-1%	33%	-6%	-1%	56%[activator]	-5%	17%	2%
O=C(COc1ccc(Cl)cc1Cl)N/N=C/c1ccc(OC2OC(CO)C(O)C(O)C2O)cc1 (stereo unspecified)	-7%	-6%	12%	1%	-5%	16%	-1%	14%	2%
COc1ccc(/C=N/NC(=O)C(N)=O)c(OC)c1OC	8%	-4%	8%[57.1 µM]	0%	-9%	13%	-20%	10%	-22%
CCOC(=O)N1CCN(CC(O)COCc2ccccc2)CC1 (stereo unspecified)	-9%	6%	18%[57.1 µM]	10%	-3%	34%	0%	0%	-2%
Cc1ccc(-c2c[n+](Cc3ccc(Cl)c(Cl)c3)c3n2CCC3)cc1	-13%	i	-2%	7%	-2%	33%	4%	-17%	-16%[57.1 µM]
(cont.)
SMILES	RGS4 inh	PGK inhibitor	rTrxR1 inhibitor	GLS inh	Pin1 inh	HP1b binding inh	ERG Ets-DNA blk	12-LOX inh	JMJD2A Tudor
CC(C)(C)c1cc(NC(=O)c2cccc([N+](=O)[O-])c2)no1	-5%	-3%	22%[57.1 µM]	-27%	-1%	33%	6%	x	-12%
CCCCC(NC(=O)c1ccccc1)C(=O)OCC(=O)N1c2ccccc2Sc2ccccc21 (stereo unspecified)	-2%	-4%	36%[57.1 µM]	-1%	13%	33%	-5%	21%	-20%
O=C(NCC(c1cccnc1)N1CCc2ccccc21)c1cccc(Br)c1 (stereo unspecified)	-5%	-6%	-8%	17%	-1%	11%	-2%	-16%	-22%
NC(=O)COC(=O)c1cccc(S(=O)(=O)N2CCN(c3ccccc3)CC2)c1	9%	-3%	24%	2%	-3%	20%	7%	-1%	0%
CCc1ccccc1NC(=O)CN(c1cccc(C)c1C)S(C)(=O)=O	-16%	-8%	6%	8%	0%	5%	5%	1%	-12%
CCOC(=O)/C=c1\s/c(=C\c2ccc(C)cc2)c(=O)n1CC(=O)NCc1ccco1	-21%	i	-14%	-9%	16%	32%	7%	4%	-17%
NC(=O)c1cc2nc(-c3ccco3)cc(C(F)(F)F)n2n1	-9%	0%	-16%[57.1 µM]	-1%	-5%	28%	2%	5%	-1%
COc1ccc(CCNC(=O)CCn2c(=O)c3ccccc3n(Cc3cc(C)ccc3C)c2=O)cc1OC	-13%	-2%	14%	-1%	-1%	3%	-1%	-14%	-13%
O=[N+]([O-])c1ccc(Oc2cccc(C(F)(F)F)c2)nc1	u	-1%	8%	19%	-1%	-5%	-7%	14%	u
O=C(Nc1ccc(Cl)cn1)c1ccc2c(Cl)c3c(nc2c1)CCC3	-14%[56.9 µM]	-4%	27%[57.1 µM]	-3%	-11%	78%[activator]	-4%	2%	-22%
COC(=O)c1ccc(Oc2nc3c(c(=O)n(C)c(=O)n3C)n2CCC(C)C)cc1	-24%	0%	23%[57.1 µM]	-7%	0%	31%[activator]	4%	0%	4%
CC(=O)Oc1ccc(-c2cc3ccccc3oc2=O)cc1	-2%	i	28%	-1%	-3%	49%[activator]	-1%	240%[activator]	-3%
Cc1ccc2c(c1)CC1(CN2C)C(=O)OC2(CCCCC2)OC1=O	-21%[56.9 µM]	6%	u	16%	u	62%&11%[activator]	-4%	-11%	-22%[57.1 µM]
COc1cc(/C=C(\C#N)C(N)=O)ccc1OCc1c(C)no[n+]1[O-]	2%	4%	2%	-1%	4%	17%[57 µM]	3%	-8%	-5%
CCOc1cc(/C=N/n2c(COc3ccccc3)n[nH]c2=S)ccc1O	-44%	-5%	-4%	5%	3%	24%	0%	0%	u
O=C(NCc1nnc2c3ccccc3c(-c3ccccc3)nn12)c1ccccc1Cl	6%	9%	3%[57.1 µM]	0%	3%	14%	0%	-1%	-3%
CC(C)c1ccc(NC(=O)Cn2nnc(C(=O)NCc3cccs3)c2N)cc1	9%	4%	16%	-10%	4%	15%	u	0%	-7%
Cc1ccc(O)c(-c2cc(C(=O)NCc3ccncc3)[nH]n2)c1	1%	-1%	0%	5%	u	38%	0%	7%&-3%	-15%
COc1cc(Br)c(CN2CCCN(C)CC2)cc1OC	11%	-2%	20%	16%	6%	29%	-18%	-8%	-17%
COc1ccc(C(=O)Nc2ccc3c(c2)OCCO3)cc1S(=O)(=O)N1CCOCC1	14%	-3%	1%	0%	-7%	22%	-11%	u	-14%
COc1ccc2occ(C(=O)c3ccc(N=C(C)N(C)C)cc3)c2c1	-3%	-11%	-5%	2%	1%	21%	-7%	333%[activator]	-22%
COc1ccccc1N1C(=O)CC(N2CCN(c3ccc(F)cc3)CC2)C1=O (stereo unspecified)	5%	-1%	-33%	10%	-3%	55%[activator]	2%	18%	-6%
Cc1ccc(Sc2c(C)nn(C(C)(C)C)c2OC(=O)C(C)(C)C)cc1	-3%	i	20%	-11%	3%	95%[activator]	-3%	-16%	55%[activator]
O=S(=O)(Nc1ccc2cn[nH]c2c1)c1cc(Br)ccc1Br	32%	1%	15%	-2%	4%	31%	-2%	u	-23%
O=C(NC1CCCCCC1)C1CC(=O)N(c2ccc(Cl)cc2)C1 (stereo unspecified)	-3%	-6%	12%	-8%	-2%	19%	7%	0%	-6%
Cc1ccc(C(C)C)c(OCC(=O)NN=C2CCCCCCC2)c1	-27%	i	0%	-7%	9%	22%	-1%	-11%	-4%
CCC/C=C(\CCC)C(NC(=O)Cc1ccccc1)c1ccc(C(=O)OC)cc1 (stereo unspecified)	-8%	-4%	9%[57.1 µM]	-3%	1%	41%[activator]	-10%	x	-11%

These rows are one share of the data, so the mix of outcomes need not match the whole.
